MEKK2 mut-MEK5 – MEK5 binding signal on mutant MEKK2 PB1, primary screen, biochemical, multiplex bead flow cytometry, Alexa488-MEK5. Alexa488-MEK5 binding to MEKK2 mutant. percent response, % at 10 µM. actives 0.35% (n = 290,000). AID 1530, 2009; in the data active = percent response above about 24%, passing the limit was not always enough; note: inactives centre near 1; some results filed as inactive read as strong as hits; reference of the scale not given here
NS3 helicase inh – inhibitors of HCV NS3 helicase, primary screen, biochemical, Cy5 molecular beacon fluorescence | Hepatitis C virus NS3 helicase | NS3 helicase DNA unwinding | inhibition, % at 10.9 µM | actives 0.56% (n = 290,000) | AID 1800, 2009;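 active = inhibition above the mean of all tested compounds plus 3 SD, set per campaign, cut at about 35% in these data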;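 note: 0% = DMSO wells and 100% = thioflavine S control wells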
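Assay system: hepatitis C virus NS3 helicase domain fragment enzyme. Also added: annealed dual-labelled DNA beacon duplex, ATP-started. Timing: 1 h reaction at 25 °C, ATP-initiated. Technique: Cy5 fluorescence at 0 and 60 min, beacon hairpin quenching. Evaluation: % inhibition of unwinding. Replication: one well per compound.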
CRFR2-BP ag – agonists of CRF-BP/CRF-R2 complex, primary screen, cell-based, HEK293, calcium dye fluorescence, uHTS | activation, % at 13.2 µM | calcium dye fluorescence (FLIPR); percent of saturating CRF peptide response | actives 0.46% (n = 350,000) | CRF-binding protein / CRF receptor 2 complex (human);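 active = activation of at least 50%, plus an integration ratio under a set limit after plate pattern correction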;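 note: plate controls were neutral control wells without compound for no effect and CRF at EC100 for full effect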
FID counter – compounds displacing fluorescent DNA intercalator, primary screen, artefact control for HCV NS3 helicase inhibitor project, biochemical, FID fluorescence | actives 0.17% (n = 290,000) | inhibition, % at 7.9 µM | DNA fluorescent intercalator displacement; in the data active = inhibition above about 37%;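 note: 0% = vehicle and 100% = reference compound; higher means more ethidium bromide displaced from hairpin DNA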
MEKK2wt PB1 HTS – modulators of MEK5 binding to wildtype MEKK2, primary screen, biochemical, multiplex bead flow cytometry, Alexa488-MEK5; Mitogen-activated protein kinase kinase kinase 2 (Homo sapiens), Q9Y2U5; Alexa488-MEK5 binding to MEKK2 WT; actives lie on both sides; binding response (% of control), % at 10 µM; actives 1.1% (n = 290,000); AID 1531, 2009; in the data active = binding response below about 67% or above about 130%
CRFR2-BP antag – antagonists of CRF-BP/CRF-R2 complex, primary screen, cell-based, HEK293, calcium dye fluorescence, uHTS. CRF-induced calcium fluorescence. inhibition, % at 11.8 µM. actives 0.59% (n = 350,000);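 active = inhibition of the ligand-induced calcium signal above about 50% at the single tested concentration, limit read from the data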
GalR3 antagonist – GalR3 antagonists in HEK293 cells, primary screen, cell-based, fluorescence readout; Galanin receptor type 3 (Homo sapiens), O60755; HEK293 GalR3-CNG cAMP membrane potential fluorescence; galR3 body fused to GalR1 C-terminus; inhibition, % at 3 µM; actives 0.44% (n = 360,000); AID 651719, 2012;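 active = inhibition above the screen-wide average plus 3 SD, cut at about 13% in these data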;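 note: forskolin and galanin both at EC90 stimulate the cells; cAMP rise reported by CNG channel membrane potential dye signal; 0% = forskolin plus galanin with DMSO and 100% = forskolin alone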
Target sequence (O60755 1-299 limits assumed): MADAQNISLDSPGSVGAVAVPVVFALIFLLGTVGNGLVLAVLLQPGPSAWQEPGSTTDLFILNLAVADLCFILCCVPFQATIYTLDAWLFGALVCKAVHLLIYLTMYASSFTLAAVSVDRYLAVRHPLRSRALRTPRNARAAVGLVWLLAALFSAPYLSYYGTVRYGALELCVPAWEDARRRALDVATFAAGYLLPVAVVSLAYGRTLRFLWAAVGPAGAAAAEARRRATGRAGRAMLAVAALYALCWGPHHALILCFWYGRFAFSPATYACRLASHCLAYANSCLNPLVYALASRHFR
SUMO HTRF inh – inhibitors of in vitro SUMOylation cascade, primary screen, biochemical, HTRF, uHTS; SUMO-conjugating enzyme UBC9 (Homo sapiens), P63279; HTRF SUMOylation assay, SAE1/SAE2 + UBC9; inhibition, % at 35 µM; actives 0.36% (n = 290,000); in the data active = inhibition above about 50%, passing the limit was not always enough; note: strong numbers were not always called active
Target sequence (P63279 whole entry, looked up): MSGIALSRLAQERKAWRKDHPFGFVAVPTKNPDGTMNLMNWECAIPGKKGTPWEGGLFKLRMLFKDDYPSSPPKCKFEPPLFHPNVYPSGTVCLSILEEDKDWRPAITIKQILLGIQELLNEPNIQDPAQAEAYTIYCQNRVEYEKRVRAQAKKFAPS
MEKK3 PB1 HTS – modulators of MEKK3-MEK5 PB1 binding, primary screen, biochemical, wildtype MEKK3, multiplex bead flow cytometry, Alexa488-MEK5; Mitogen-activated protein kinase kinase kinase 3 (Homo sapiens), Q99759; bead-based flow cytometry, Alexa488-MEK5 binding to MEKK3; actives lie on both sides; 0 = blocked by unlabeled MEK5, 100 = vehicle; binding response (% of control), % at 10 µM; actives 1.4% (n = 290,000); AID 1529, 2009;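 active = binding response more than 3 SD above or below the average of its plate-row segment, actives on both sides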;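 note: Alexa488 bead fluorescence after subtracting the streptavidin-only scavenger bead signal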
Target sequence (Q99759 whole entry, looked up): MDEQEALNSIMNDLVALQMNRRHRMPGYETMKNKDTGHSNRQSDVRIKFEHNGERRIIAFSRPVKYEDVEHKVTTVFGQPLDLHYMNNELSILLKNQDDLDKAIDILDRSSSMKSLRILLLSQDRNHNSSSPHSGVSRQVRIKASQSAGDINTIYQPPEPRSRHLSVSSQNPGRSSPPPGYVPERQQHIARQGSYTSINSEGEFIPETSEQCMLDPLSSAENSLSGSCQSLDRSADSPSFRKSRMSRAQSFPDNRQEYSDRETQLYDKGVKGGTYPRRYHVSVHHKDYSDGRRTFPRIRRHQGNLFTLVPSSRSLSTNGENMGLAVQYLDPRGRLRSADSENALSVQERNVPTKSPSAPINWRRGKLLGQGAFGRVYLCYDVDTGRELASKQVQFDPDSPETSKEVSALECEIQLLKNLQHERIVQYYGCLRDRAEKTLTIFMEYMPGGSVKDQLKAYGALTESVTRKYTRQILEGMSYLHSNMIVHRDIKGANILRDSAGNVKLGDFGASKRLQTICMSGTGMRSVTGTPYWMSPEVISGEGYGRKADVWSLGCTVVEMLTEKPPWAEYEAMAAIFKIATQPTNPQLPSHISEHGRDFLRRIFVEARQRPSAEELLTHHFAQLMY
* hit, by the source's call; x = no result given; [ ] = dose if it differs, or a comment.

SMILES	MEKK2 mut-MEK5	NS3 helicase inh	CRFR2-BP ag	FID counter	MEKK2wt PB1 HTS	CRFR2-BP antag	GalR3 antagonist	SUMO HTRF inh	MEKK3 PB1 HTS
CCOc1ccc(-n2c(C)c(C(=O)O)c3cc(OC)ccc32)cc1	7	15	-1.1	-27	110	-10	1	4	105
CCOC(=O)c1cc(C#N)c(SCC(=O)Nc2ccc(C(C)=O)cc2)[nH]c1=O	3	24	1.2	-27	101	4	-6	7	98
CSCc1cc(N2CCCC2)nc(-c2ccccc2)n1	-2	-1	4.7	-14	102	-16	-8	24	100
COCC(=O)N(CCc1ccc(OC)cc1)Cc1nc2ccccc2c(=O)[nH]1	1	3	-0.2	-21	99	-3	0	11	99
COC(=O)c1c(NC(=O)c2ccccc2)sc(C(N)=O)c1C	3	-2	0.0	3	91	-18	-5	8	107
Cc1ccc(C(=O)N2CCCc3ccccc32)c(F)c1F	1	6	-1.1	-12	101	10	-11	-3	101
COc1cccc(OC)c1C(=O)NC(=S)Nc1ccc2c(c1)Cc1ccccc1-2	-2	-3	1.1	1	94	5	-4	-7	102
CCOc1ccc(C(=O)N2CCCC(c3nc(-c4cccs4)no3)C2)cc1 (centres undefined)	15	-2	-2.4	-29	108	8	2	-9	111
CC12CCC(C(=O)N(NC(=O)c3ccc(O)cc3)C1=O)C2(C)C (centres undefined)	1	9	-0.9	3	97	1	-1	6	97
COc1cccc(C(=O)CC(=O)C(=O)Nc2cc(Cl)c(OC)cc2OC)c1	4	-3	-0.8	-23	107	1	-2	15	104
Cc1ccc(NC(=O)Cc2ccc(Cl)c(Cl)c2)cc1S(=O)(=O)N(C)C	3	-15	3.4	-13	108	-13	-5	-25	103
O=C(NNC(=O)C1CCCO1)c1ccc(F)cc1 (centres undefined)	-2	1	0.3	1	101	9	-1	13	100
COc1ccc([N+](=O)[O-])cc1NC(=O)C1CCCNC1=O (centres undefined)	0	-15	-0.5	-3	106	9	-11	30	103
CC(C)CCN1CCN(Cc2nc3ccccc3s2)CC1CCO (centres undefined)	-11	-10	1.7	11	91	7	-8	6	88
CCc1ccc(CNC(=O)C2CC(=O)N(C3CCCC3)C2)cc1 (centres undefined)	4	6	0.2	-28	97	-3	-6	1	98
CC12CCC(C(=O)N(c3cccc(Cl)c3)C1=O)C2(C)C (centres undefined)	-4	-1	2.0	6	92	7	1	11	94
COCCNC(=O)Cn1nc(-c2ccccc2OC)ccc1=O	7	1	-1.2	3	101	-6	-6	-27	101
N/C(=N\OC(=O)CCCOc1ccccc1)c1ccccc1	-1	-8	-0.7	-3	101	6	1	-5	103
CCOc1ccc(N/C(N)=N/c2nc(CSc3nnnn3-c3ccccc3)cc(=O)[nH]2)cc1	6	-5	3.0	-14	104	15	-5	8	107
O=C(OCC(=O)N1CCC(Cc2ccccc2)CC1)c1ccccc1	-2	0	0.3	-21	99	-17	-4	9	96
Cc1ccc(OCC(O)CNS(=O)(=O)c2ccccc2C(=O)O)cc1 (centres undefined)	-4	12	0.1	-21	90	-6	-3	6	71*[inhibitor]
Oc1ccc(Nc2nc3ccccc3nc2Nc2ccc(O)cc2)cc1	-12	-15	2.5	4	78	25	x	18	82
CC(C)C(c1nnnn1Cc1ccccc1)N(Cc1ccco1)Cc1cccs1 (centres undefined)	3	9	2.8	-13	100	18	-3	-32	99
CC(C)c1c(O)nc(SCC(=O)N2CCOCC2)[nH]c1=O	-3	2	0.1	-1	101	12	-7	10	102
CCCCN(CCCC)CCCN1CC(=O)N2[C@@H](Cc3c([nH]c4ccccc34)C2(C)C)C1=O	12	-6	-1.4	8	120	-1	-11	6	106
COC(=O)CCC(=O)N1CCCC(C(=O)c2cc(F)ccc2F)C1 (centres undefined)	9	4	-0.1	-5	107	-4	0	16	106
Cc1ccc([N+](=O)[O-])cc1Nc1nc(N2CCOCC2)nc(N2CCOCC2)n1	-5	5	0.5	2	99	-5	1	3	100
CCn1cc(C(=O)OCc2ccccc2)c(=O)c2ccc(C)nc21	3	-1	-3.7	-24	106	-16	-3	-2	107
COCCN1C(=O)C(=O)/C(=C(/O)c2cccc(OC)c2)C1c1ccncc1 (centres undefined)	2	2	-1.6	6	105	0	-5	7	102
CC(C(=O)Nc1sc2c(c1C#N)CCCCC2)N1C(=O)c2ccccc2C1=O (centres undefined)	1	-10	-1.3	0	94	-14	-3	15	101
Cc1ccc(Nc2nnc(-c3ccccc3N)o2)cc1C	-16	29	6.3	-10	74	-40	1	-3	70
COc1cccc(C2=NO[C@@H]3C(=O)N(Cc4ccccc4)C(=O)[C@H]23)c1OC	7	-3	-0.7	-10	116	5	0	9	128*
O=C1OC(Nc2ccc3ncccc3c2)c2ccccc21 (centres undefined)	-5	-2	0.0	3	92	-7	-7	60	89
CC(NCc1ccc(OCC(N)=O)cc1)C12CC3CC(CC(C3)C1)C2 (centres undefined)	6	-13	1.7	4	110	2	-3	-1	107
CN(C)c1nc(N)nc(CSc2n[nH]c(-c3ccccc3)n2)n1	-1	-5	-0.8	-7	92	8	4	0	99
Cc1ccc2nc(Nc3nc(C)cc(-c4ccccc4)n3)[nH]c(=O)c2c1	-7	-8	-1.0	-2	94	27	-5	14	98
CCOC(=O)c1ccccc1NC(=O)c1ccccc1N(C)S(C)(=O)=O	x	-2	4.5	-21	x	-33	1	14	x
CCSC1=N/C(=C\C=C2/Oc3ccccc3N2CC)C(=O)S1	-17	16	42	-4	88	-69	-6	13	85
COc1cc(-c2nn3c(-c4ccccc4)nnc3s2)cc(OC)c1OC	-8	3	-0.2	-10	86	-2	-3	-8	91
Cn1nnnc1SCCNC(=O)C1CCC(=O)N(Cc2ccccc2F)C1 (centres undefined)	2	-1	0.0	-6	99	-14	4	4	100

By substructure: the entries above with a COOH group (two)
SMILES	MEKK2 mut-MEK5	NS3 helicase inh	CRFR2-BP ag	FID counter	MEKK2wt PB1 HTS	CRFR2-BP antag	GalR3 antagonist	SUMO HTRF inh	MEKK3 PB1 HTS
CCOc1ccc(-n2c(C)c(C(=O)O)c3cc(OC)ccc32)cc1	7	15	-1.1	-27	110	-10	1	4	105
Cc1ccc(OCC(O)CNS(=O)(=O)c2ccccc2C(=O)O)cc1 (centres undefined)	-4	12	0.1	-21	90	-6	-3	6	71*[inhibitor]

The list goes on.
SMILES	MEKK2 mut-MEK5	NS3 helicase inh	CRFR2-BP ag	FID counter	MEKK2wt PB1 HTS	CRFR2-BP antag	GalR3 antagonist	SUMO HTRF inh	MEKK3 PB1 HTS
NC(=O)c1ccc(N2CCC(C(N)=O)CC2)c([N+](=O)[O-])c1	-5	6	-0.6	0	93	0	-1	15	93
CCOC(=O)C1CCN(C(=O)c2ccc(NS(=O)(=O)c3ccc(F)cc3C)cc2)CC1	-1	3	-6.9	-31	99	3	0	-6	104
COc1ccc(-c2cc(C(=O)Nc3cccc(Cl)c3)no2)cc1	5	5	-2.2	-13	95	8	-12	14	100
BrCCOCCOc1ccc2ccccc2c1	1	7	1.0	-6	95	7	-4	-2	96
c1ccc(Cn2c[n+](Cc3ccccc3)c3ccccc32)cc1	11	4	-0.9	6	108	-4	-1	8	105
COc1ccc(-c2[nH]c(-c3ccc(C)cc3)nc2SCC(=O)NC2CCCC2)cc1	9	-1	0.1	-15	107	-7	x	-21	116
O=[N+]([O-])c1ccc(C(=Nc2cccc3ccccc23)N2CCOCC2)cc1	-3	0	-0.4	1	95	-10	-4	-20	97
CC(=O)c1sc(NC(=O)c2c(F)cccc2F)nc1C	2	-12	0.7	-2	99	6	-9	17	97
O=C(CN1C(=O)COc2ccccc21)NCc1ccccn1	-12	-4	0.7	3	87	19	4	-34	82
CN(NC(=S)Nc1ccc(OC(F)F)cc1)C(=S)Nc1ccc(OC(F)F)cc1	9	-6	-0.4	2	105	-15	6	-14	103
CSc1nc(C)cc(C)c1S(=O)(=O)c1ccccc1C	11	10	-1.2	-2	100	8	-2	-8	102
O=C(Nc1cccc2cccnc12)C1CCCC1	-2	33	-4.8	-12	103	-5	-5	-3	103
CCc1nnc(NS(=O)(=O)c2ccc(N3C(=O)c4ccc(C(=O)O)cc4C3=O)cc2)s1	3	9	-2.4	3	105	12	-1	6	101
OCCN(Cc1ccccc1)c1ncnc2sccc12	1	-2	0.9	-17	100	0	-12	14	98
CCOC(CNC(=O)c1cccc([N+](=O)[O-])c1)OCC	8	-7	0.6	-3	100	7	-5	11	108
NNC(=O)CCCCCCCCCCOCCCCO	-1	8	0.2	-42	99	-3	4	16	102
COc1ccc([N+](=O)[O-])cc1-n1cccc1	1	1	-5.7	-5	105	-8	-5	-8	124
O=C(COc1cccc(Oc2ccccc2)c1)Nc1ncccn1	1	1	-0.8	-6	105	-3	-4	2	100
Cc1cnc(CN2CCc3c([nH]c4ccccc34)C2CC(C)C)[nH]1 (centres undefined)	7	-8	6.0	3	93	-63	-5	19	99
O=C(O)C1CC=C(Cl)CC1C(=O)NCc1ccccc1 (centres undefined)	-1	-3	0.1	-2	98	-8	-2	-16	100
CSc1ccccc1C(=O)C1CCCN(S(=O)(=O)N(C)C)C1 (centres undefined)	1	19	0.2	-14	101	6	-3	1	104
COc1cccc(N(CC(=O)NCc2cccnc2)S(C)(=O)=O)c1	-3	-1	-0.6	1	98	4	-3	-14	103
CC(C)(Cc1ccc(O)cc1)NC(=O)CC(=O)N/N=C/c1ccc([N+](=O)[O-])cc1	6	6	-0.5	1	103	10	0	10	108
Fc1ccc(Oc2nc(-c3ccccc3)nnc2C(F)(F)F)cc1	2	-11	0.5	2	101	12	1	20	102
COc1ccc(CNS(=O)(=O)c2csc(C(N)=O)c2)cc1OC	-2	15	-0.3	-4	99	-10	-5	2	97
Cc1onc(-c2c(Cl)cccc2Cl)c1C(=O)NCc1cccs1	2	-5	-2.5	-3	99	-27	-2	20	97
O=C(NNS(=O)(=O)c1ccccc1F)c1cc(-c2ccccc2)n[nH]1	-12	-2	-1.5	-15	93	8	-4	7	89
Clc1ccc(C2CSc3c4ncnc-4ncn32)cc1 (centres undefined)	10	11	0.0	-4	99	-2	-4	1	101
C#CCn1c(=NC(=O)CN2C(=O)CCC2=O)sc2cccc(OC)c21	4	2	-0.6	-6	103	12	-5	15	103

Arranged by the number under MEKK3 PB1 HTS (rising): some entries from above
canonical_smiles | MEKK3 PB1 HTS
O=C1OC(Nc2ccc3ncccc3c2)c2ccccc21 (centres undefined) | 89
Cc1ccc2nc(Nc3nc(C)cc(-c4ccccc4)n3)[nH]c(=O)c2c1 | 98
O=C(COc1cccc(Oc2ccccc2)c1)Nc1ncccn1 | 100
CCOc1ccc(-n2c(C)c(C(=O)O)c3cc(OC)ccc32)cc1 | 105
COC(=O)c1c(NC(=O)c2ccccc2)sc(C(N)=O)c1C | 107
CCOC(CNC(=O)c1cccc([N+](=O)[O-])c1)OCC | 108

Assay outcomes as filed in PubChem BioAssay.

Not all compounds are listed, so the mix of outcomes need not match the whole.
